hcGAS lum: inhibitors of human cGAS; Q8N884; recombinant h-cGAS, ATP depletion, Kinase-Glo luminescence; inhibition, % at 12.5 µM; actives 0.081% (n = 290,000);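 further: 0% = vehicle reaction and 100% = reaction without DNA for no activity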
Target sequence (Q8N884 whole entry, looked up): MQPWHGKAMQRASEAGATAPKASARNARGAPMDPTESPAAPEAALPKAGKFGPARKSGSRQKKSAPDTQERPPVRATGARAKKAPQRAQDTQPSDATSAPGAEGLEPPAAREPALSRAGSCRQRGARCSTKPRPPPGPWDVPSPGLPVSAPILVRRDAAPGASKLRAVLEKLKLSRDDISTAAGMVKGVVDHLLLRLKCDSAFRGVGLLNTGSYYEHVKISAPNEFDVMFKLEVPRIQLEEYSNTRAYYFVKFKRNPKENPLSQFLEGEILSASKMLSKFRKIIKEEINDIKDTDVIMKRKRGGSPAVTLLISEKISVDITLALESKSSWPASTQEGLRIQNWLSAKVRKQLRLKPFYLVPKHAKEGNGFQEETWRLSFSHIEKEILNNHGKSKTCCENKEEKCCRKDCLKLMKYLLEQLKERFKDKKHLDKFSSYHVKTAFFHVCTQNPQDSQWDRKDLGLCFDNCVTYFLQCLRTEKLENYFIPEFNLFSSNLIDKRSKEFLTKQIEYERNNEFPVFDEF
NPYLR7 agonist: mosquito NPYLR7 agonism; HEK293T NPYLR7/Galpha15, GCaMP6s calcium fluorescence; actives 0.15% (n = 270,000); activation, % at 10 µM; in the data active means activation above about 40%;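 further: 0% = vehicle and 100% = reference agonist at the receptor; some compounds past the cut are filed as inactive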
mcGAS inh: mouse cGAS inhibition by luminescence. actives 0.15% (n = 160,000). Q8C6L5. recombinant cGAS, Kinase-Glo ATP depletion luminescence. inhibition, % at 12.5 µM;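 further: 0% = negative control wells and 100% = reference inhibitor with no enzyme activity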
* = called active by the depositor; nt = not tested or not shown; & = joins results of further samples. Unless noted, no stated cut-off is given here; in the data, active means inhibition above about 40%; inactive means the rest.

| Compound | NPYLR7 agonist | hcGAS lum | mcGAS inh |
| --- | --- | --- | --- |
| CNC(=O)c1cc(Cl)ccc1NC(=O)c1ccc(S(=O)(=O)NC)cc1 | 18 | -10 | -16 |
| CC(C)(O)C#Cc1cccc(C(=O)NCc2noc(-c3ccccc3)n2)c1 | 16 | -5 | nt |
| Cc1ccc(CN2CCCC2(C)C(=O)NC(C)C)cc1 (stereo unspecified) | 3 | -8 | nt |
| COCc1cccc(-c2csc(C(NC(C)=O)c3cccc(F)c3)n2)c1 (stereo unspecified) | 4 | -9 | nt |
| O=[N+]([O-])c1ccc(Cl)cc1NC1C2CC3CC(C2)CC1C3 (stereo unspecified) | 1 | -9 | -6 |
| CCOC(=O)c1ccc(NC(=O)N2CCSC2c2cccc(Oc3ccccc3)c2)cc1 (stereo unspecified) | -12 | 3 | 0 |
| COc1cccc(CCC2CCCN(C(=O)CNC(N)=O)C2)c1 (stereo unspecified) | 8 | -5 | -14 |
| O=C(c1coc(CN(Cc2ccc(F)cc2)Cc2ccccc2Cl)n1)N1CCCC1 | 12 | -5 | -2 |
| Cc1ccc(N(CC(=O)NC2CCCCC2)S(C)(=O)=O)cc1 | -23 | -2 | nt |
| COc1ccc(-c2cc(CC#N)no2)cc1 | 0 | 0 | nt |
| O=c1[nH]c(SCCc2ccccc2)nc2c1cnn2CCO | 4 | -1 | nt |
| COc1cccc(Cn2c(CCn3cccn3)n[nH]c2=O)c1 | 12 | -7 | nt |
| O=C(c1ccc(I)c(F)c1)N1CCCC(O)C1 (stereo unspecified) | 1 | -3 | nt |
| Cc1c(C)c2cc3c4c(oc3cc2oc1=O)CCCC4 | 2 | -7 | nt |
| O=C(Cc1ccc(Cl)cc1)NCC(O)CN1CCCC1=O (stereo unspecified) | 5 | -10 | -14 |
| CC1(C)S[C@@H]2C(N3C(=O)[C@@H](c4ccccc4)NC3(C)C)C(=O)N2[C@H]1C(=O)O (stereo partly specified) | -8&-7 | 6&0 | nt |
| CC(O)CCN(C)c1ncccc1C(F)(F)F (stereo unspecified) | -1 | -22 | nt |
| CCc1nc2n(n1)C(=O)C(C(c1cccc(OC)c1)N1CCN(c3ccc(F)cc3)CC1)S2 (stereo unspecified) | -4 | -3 | -8 |
| COc1ccc(S(=O)(=O)Oc2ccc(-c3nc4ccccn4c3NC(C)(C)CC(C)(C)C)cc2OC)cc1 | 17 | -3 | -5 |
| CC(=O)Nc1cccc(NC(=O)CSc2ncc(CO)n2CC(=O)NC2CC2)c1 | 9 | -1 | nt |
| COc1ccc2c(c1)C1(SCCN1C(=O)C1CCCC1)C(=O)N2Cc1ccccc1Cl (stereo unspecified) | 9 | -4 | -3 |
| CCNc1cc(NCCNC(C)=O)nc(C)n1 | 6 | -8 | nt |
| CCc1cccc(CC)c1-n1c(CNC(=O)c2c(F)cccc2Cl)nnc1SCC(=O)Nc1nccs1 | -4 | 0 | nt |
| CNc1ncc(-c2ccc(OC)nc2OC)c(-c2ccc(C)cc2)n1 | 1 | -1 | nt |
| Cc1ccc(S(=O)(=O)N2CCN(Cc3ccccc3)CC2)cc1 | -4 | 2 | -3 |
| O=C(NCCCn1nc2n(c1=O)CCCC2)Nc1ccc(-c2nccs2)cc1 | 1 | -10 | -15 |
| COCC(=O)N(Cc1ccc(F)cc1)Cc1cccc(OS(=O)(=O)c2ccc(OC)cc2)c1 | 11 | -1 | -3 |
| O=C(c1cc(CN2CCOCC2)on1)N1CCOc2ccc(Cl)cc2C1 | -10 | 4 | -2 |
| O=C(NCc1ccncc1)c1nn(-c2cccc(C(F)(F)F)c2)c(=O)n(Cc2ccc(F)cc2)c1=O | -4 | -3 | -5 |
| COC(=O)CN(C(=S)Nc1ccccc1)C1CC(=O)N(c2ccc(C(=O)OC)cc2)C1=O (stereo unspecified) | 4 | 0 | -4 |
| Cc1ccc(-n2nc(C)c(-c3ccccc3)c2NC(=O)CN(C(=O)Nc2cccc(F)c2)C(C)C)cc1 | 13 | -4 | -4 |
| CCN(CC)c1ncccc1CNC(=O)c1nccc2ccccc12 | 13 | -6 | nt |
| CS(=O)(=O)c1cc(C(=O)NS(=O)(=O)Cc2ccc(F)cc2)ccc1Cl | 2 | 0 | -1 |
| CC1(C(=O)NS(=O)(=O)c2ccc3c(c2)CCO3)CCN1C(=O)C1CCCCC1 (stereo unspecified) | 2 | 4 | nt |
| c1cc(COn2nnc3ccccc32)cc(COn2nnc3ccccc32)c1 | -5 | -4 | nt |
| COC1CCN(CC2CCCCCN2C(=O)NC2CCCC2)CC1 (stereo unspecified) | nt | -9 | -5 |
| CCOC(=O)C1(Cc2ccccc2Cl)CCN(C(=O)CCc2scnc2C)CC1 | 9 | -3 | nt |
| CCCc1cc(=O)[nH]c(-n2nc(C)cc2NC(=O)c2ccc3ccccc3c2)n1 | 5 | -7 | -6 |
| O=C(c1c[nH]c2ccccc12)N1CCN(Cc2nnnn2-c2ccc(F)cc2)CC1 | -2 | -6 | -8 |
| CC(C)C[C@H]1CN(C(=O)c2cc(F)c(F)cc2F)CC[C@@]1(C)O | 9 | -4 | nt |
| O=C(NCC1CCN(c2nc(Cc3ccc(Cl)cc3)ns2)CC1)c1ccccc1Cl | 7 | 3 | 0 |
| CS(=O)(=O)c1ccccc1C(=O)Nc1c2c(nn1-c1nc3ccccc3s1)CCC2 | 4 | -7 | nt |
| O=C(CSc1nc2c(cnn2CCO)c(=O)[nH]1)NCc1ccccc1 | 7 | -7 | nt |
| O=C(NNS(=O)(=O)c1ccccc1Br)c1cc2c(s1)CCC2 | -2 | -4 | -5 |
| O=C1c2ccccc2S(=O)(=O)N1CCSc1nc2ccccc2[nH]1 | -1 | -2 | nt |
| O=C(NC1CCN(Cc2cccc(O)c2)CC1)c1ncn[nH]1 | -3 | -5 | -17 |
| CCOC(=O)C1(Cc2cccc(OC)c2)CCN(Cc2cnn(-c3ccccc3F)c2)CC1 | 9 | -5 | -7 |
| O=C1CC(C(=O)O)SC(=N/N=C\c2ccc(Br)cc2)N1 (stereo unspecified) | 2 | -5 | nt |
| CCc1cccc(CC)c1NC(=O)CN1C(=O)NC(C)(C2CC2)C1=O (stereo unspecified) | 7 | -5 | -8 |
| CCN(C(=O)Cn1nc(C)c(S(=O)(=O)N(C)C)c1C)c1ccc(F)cc1 | 3 | -4 | nt |

An excerpt of the results above, as a working copy:
| Compound | NPYLR7 agonist | hcGAS lum | mcGAS inh |
| --- | --- | --- | --- |
| O=C(NNS(=O)(=O)c1ccccc1Br)c1cc2c(s1)CCC2 | -2 | -4 | -5 |
| O=C1c2ccccc2S(=O)(=O)N1CCSc1nc2ccccc2[nH]1 | -1 | -2 | nt |
| O=C(NC1CCN(Cc2cccc(O)c2)CC1)c1ncn[nH]1 | -3 | -5 | -17 |
| CCOC(=O)C1(Cc2cccc(OC)c2)CCN(Cc2cnn(-c3ccccc3F)c2)CC1 | 9 | -5 | -7 |

Only NPYLR7 agonist and hcGAS lum (seven entries from above):
Molecule	NPYLR7 agonist	hcGAS lum
CCOC(=O)C1(Cc2ccccc2Cl)CCN(C(=O)CCc2scnc2C)CC1	9	-3
CCCc1cc(=O)[nH]c(-n2nc(C)cc2NC(=O)c2ccc3ccccc3c2)n1	5	-7
O=C(c1c[nH]c2ccccc12)N1CCN(Cc2nnnn2-c2ccc(F)cc2)CC1	-2	-6
CC(C)C[C@H]1CN(C(=O)c2cc(F)c(F)cc2F)CC[C@@]1(C)O	9	-4
O=C(NCC1CCN(c2nc(Cc3ccc(Cl)cc3)ns2)CC1)c1ccccc1Cl	7	3
CS(=O)(=O)c1ccccc1C(=O)Nc1c2c(nn1-c1nc3ccccc3s1)CCC2	4	-7
O=C(CSc1nc2c(cnn2CCO)c(=O)[nH]1)NCc1ccccc1	7	-7

More results.
| Compound | NPYLR7 agonist | hcGAS lum | mcGAS inh |
| --- | --- | --- | --- |
| CCCN1CCCN(C(=O)c2coc(COc3cccc4cnccc34)n2)CC1 | -8 | -3 | -2 |
| O=C(COc1cccc(Cl)c1)N1CCCC1c1nc2ccccc2[nH]1 (stereo unspecified) | -1 | -5 | -8 |
| CN(C)CCOc1ccc2c(c1)Sc1ccccc1CC2=O | 5 | -3 | nt |
| COc1ccccc1-c1nc2ccc(C)cn2c1NC(=O)C1CCCC1 | -5 | 0 | -3 |
| CC(C)c1nccc(C2CC(=O)Nc3cc4[nH]ncc4cc32)n1 (stereo unspecified) | -2 | -1 | -1 |
| Cc1ccc(/C=C2/C=c3c(Cl)cccc3=C2O)s1 | 7 | 0 | 1 |
| CCc1nc2c(OCC(=O)N3CCOCC3)cccn2c1N(C)C(=O)C1CC1 | 4 | -4 | -4 |
| CCOC(=O)C(CC)n1cnc2c(nnn2Cc2ccc(Cl)cc2)c1=O (stereo unspecified) | 9 | -4 | nt |
| Cc1cccnc1C(C)Nc1nc(CCN)nc2sc(C)c(C)c12 (stereo unspecified) | nt | -4 | -11 |
| Cc1cccc(OCc2nc(CN(C(=O)c3ccc(F)cc3)C(C)C)cs2)c1 | 4 | -4 | -5 |
| CCOC(=O)C1CCCN(C(=O)Cn2nc3cc(C)nc(N4CCc5ccccc5C4)n3c2=O)C1 (stereo unspecified) | -5 | 1 | nt |
| CCc1c(C)c(C#N)c2nc3ccccc3n2c1N1CCN(CC)CC1 | 10 | -5 | nt |
| Cn1cccc1C=NN1CCN(Cc2ccccc2Cl)CC1 | -3 | -5 | -4 |
| O=C1C[C@H]2CC[C@@H](CN1)N2C(=O)c1nc(-c2ccccc2)cs1 | -5 | -8 | nt |
| CCN1CCN(C(C)CNC(=O)c2cc(C)nc3ccccc23)CC1 (stereo unspecified) | 8 | -1 | nt |
| CC(C)n1c2ccc(Cl)cc2c2nc3ccccc3nc21 | 10 | -2 | nt |
| Cc1[nH]nc(CN2CCN(C)C(CO)C2)c1Cl (stereo unspecified) | nt | 3 | 0 |
| COCCCN(CC(=O)N(Cc1cccn1Cc1ccc(Br)cc1)C1CCCCC1)C(=O)C(C)(C)CCl | -7 | -6 | -5 |
| COc1ccc(C(=O)N(CC(=O)N2CC(=O)N(c3cccc(Cl)c3C)C2)Cc2ccccc2)c(OC)c1 | 9 | -3 | -5 |
| CC(C)CC(NC(N)=O)C(=O)Nc1ccc(F)cc1F (stereo unspecified) | 5 | -5 | nt |
| O=S(=O)(NC1CCSc2ccccc21)c1ccc(Cl)cc1C(F)(F)F (stereo unspecified) | 6 | -4 | nt |
| C#CCn1cnc2c(nnn2-c2cccc(F)c2)c1=O | -4 | -5 | -8 |
| COc1ccc(-n2nnc3c(N4CCN(C(=O)C56CC7CC(CC(C7)C5)C6)CC4)ncnc32)cc1 | -3 | -6 | -9 |
| O=C(Nc1cccc(-c2ncn[nH]2)c1)c1cc2c([nH]c1=O)CCCC2 | -1 | 12 | 5 |
| Cn1c(=NN=Cc2c(O)ccc3ccccc23)sc2ccccc21 | 3 | -9 | nt |
| O=[N+]([O-])c1ccccc1Oc1ccccn1 | 3 | -2 | nt |
| CCc1nc2n(n1)C(=O)C(C(c1ccccc1)N1CCCC(C)C1)S2 (stereo unspecified) | 0 | -7 | -7 |
| NC1(C(=O)N2CCC(c3cc(-c4ccccc4Cl)n[nH]3)CC2)CCC1 | -3 | 1 | -8 |
| Cc1ccc(-c2csc(-n3[nH]c(C)c(N=Nc4cccc(C(=O)O)c4)c3=O)n2)cc1 | 2 | 2 | -2 |
| O=C(CCc1ccsc1)NS(=O)(=O)c1cccnc1Cl | -1 | -5 | nt |
| Cc1ccccc1NC(=O)CSc1nc(=O)n2cc(Cl)ccc2n1 | 4 | -10 | nt |
| Cn1c(CN2CCOCC2)nnc1C1CCN(Cc2ncc[nH]2)CC1 | nt | -5 | -3 |
| CN(C)CCC(NC(=O)C(=O)Nc1cc(F)cc(F)c1)C(C)(C)C (stereo unspecified) | 10 | -7 | nt |
| COC(Cn1ccnc1-c1ccc(CO)o1)c1cccs1 (stereo unspecified) | 4 | -6 | nt |
| Cc1cc(C(=O)Nc2cc(-c3ccccc3)nn2-c2ccc(Br)cc2)cc(Cl)n1 | 4 | -9 | -9 |
| O=C(Cc1cccc(C(F)(F)F)c1)NC1CCc2ccccc21 (stereo unspecified) | 3 | 2 | -5 |
| COc1ccc(F)cc1S(=O)(=O)NCc1ccco1 | 5 | -3 | nt |
| Cc1ccc(Cc2nsc(N3CCC(CNC(=O)c4ccc(Cl)cc4)CC3)n2)cc1 | 16 | -10 | -4 |
| Cc1ccc(NC(=O)NC(C)(C)c2ncc(C)s2)s1 | 4 | -3 | nt |
| CC1(Cc2ccc(F)c(Cl)c2)C(=O)Nc2cc(-c3ccc(F)cc3F)ccc21 (stereo unspecified) | 2 | -1 | -2 |
| CN(Cc1nc(-c2ccc3c(c2)OCO3)no1)CC1Cc2ccccc2O1 (stereo unspecified) | 5 | -14 | nt |
| C=C(C)CN(CC)C(=O)Cn1nc(C)c(S(=O)(=O)NC(C)(C)C)c1C | 0 | -3 | nt |
| N#Cc1c(-c2ccccc2Cl)cc(C2CC2)nc1N | -5 | -11 | -3 |
| O=C1N(Cc2cccc(Cl)c2)C[C@@H]2C[C@@H](c3cccc4c3OCO4)N3CCC[C@@]123 | 1 | -4 | -3 |
| Cc1n[nH]c(C)c1CCCNC(=O)C1CCN(C(=O)C2CC2)CC1 | nt | -18 | -8 |
| OC(c1cccc(C(F)(F)F)c1)c1nnc(Nc2ccccc2)s1 (stereo unspecified) | -1 | -2 | -4 |
| CCOCCCNC(=O)c1cc(NC(=O)c2ccc(-c3ccccc3)cc2)ccc1N1CCN(c2ccccc2OC)CC1 | -6 | -10 | -4 |
| CCOC(=O)c1ccc(CN2CCCC2(C)C(=O)NCC(C)C)o1 (stereo unspecified) | 0 | 2 | nt |
| Cc1cccc(Cl)c1S(=O)(=O)Nc1ccccc1C(=O)NCc1cccc(Cl)c1 | -2 | -7 | -6 |
| CC(NC(=O)c1csc(COc2ccc3c(c2)OCO3)n1)c1ccccc1 (stereo unspecified) | 23 | -8 | -7 |
| CC(=O)c1ccc(Cl)c(Cl)c1O | 15 | -9 | -15 |

High-throughput results: PubChem BioAssay, Fisher Drug Discovery Resource Center
